# MKP-3 inhibition = MKP-3 phosphatase inhibitors, primary screen, biochemical, rat enzyme, in vitro (AID 425); inhibition, % at 20 µM, or IC50 in µM where a hit was titrated; hit rate 0.17% among 110,000; recombinant MKP-3 phosphatase activity, fluorescence; higher % means a stronger effect; in the data active means inhibition above about 50%;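 further: plate controls were vehicle for no effect and reference inhibitor for full effect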
# Hsp70 displacement = small molecules displacing fluorescent ligand from Hsp70 – biochemical, fluorescence polarization, primary screen (AID 583). Hsp70 fluorescence polarization probe displacement, mP; higher % means a stronger effect. displacement, % at 20 µM; hits with a dose series show IC50 in µM. hit rate 0.06% among 140,000; in the data active means displacement above about 50%;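 further: plate controls were vehicle for no effect and reference ligand for full effect; a part of the inactive calls stands beside numbers as strong as those of hits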
# * = called active by the depositor; . = not tested or not shown; & = joins results of further samples. A portion of the library; rates above refer to the full screens.
# Each structure is followed by: Hsp70 displacement	MKP-3 inhibition
CC(CS(=O)(=O)c1ccc2ccccc2c1)N1CCN(C2CCCCC2)CC1 (stereo not drawn)
    -0.6%	.
Cc1cc(C)c(NC(=O)c2cncc(Br)c2)c(C)c1
    0.3%	-1%
Cc1ccc(C(C#N)N2CCOCC2)cc1 (stereo not drawn)
    -3.2%	6%
COc1ccc(C(=O)N2CCCC(c3nc(-c4cc(OC)c(OC)c(OC)c4)no3)C2)cc1 (stereo not drawn)
    2.0%	-8%
COc1ccc(C2CC(=O)C3=C(C2)Nc2ccccc2NC3c2ccc(F)cc2)cc1OC (stereo not drawn)
    0.2%	5%
COc1cc(OC)cc(-n2nnnc2SCC(=O)NCc2ccc3c(c2)OCO3)c1
    2.3%	-1%
Nc1nc(Cn2nnc(-c3ccccc3F)n2)nc(N2CCOCC2)n1
    3.1%	-4%
Cc1ccccc1C(=O)Nc1cccc(NC(=O)c2ccc(Cl)c([N+](=O)[O-])c2)c1
    2.0%	-1%
COc1ccc(NC(=S)NC(NC(=O)c2ccccc2F)C(Cl)(Cl)Cl)cc1 (stereo not drawn)
    0.6%	4%
CN(C)c1ccc(C2N(c3ccc(Cl)cc3)C(=O)C3CCCN32)cc1 (stereo not drawn)
    -3.7%	-1%
CCOC(=O)C1CCCN(C(=O)C2CCN(S(=O)(=O)CC)CC2)C1 (stereo not drawn)
    -1.8%	6%
O=C(/C=C/c1ccccc1)NC(=S)Nc1cccnc1
    1.2%	4%
O=C1CC(N2CCN(c3ccccc3Cl)CC2)C(=O)N1c1cccc(F)c1 (stereo not drawn)
    5.2%	-3%
Cc1nc(NC(=O)c2ccccc2)sc1-c1csc(NCc2ccccc2)n1
    4.0%	.
CC1=C(C(=O)OC2CCCCCC2)C(c2ccccc2)NC(=O)N1 (stereo not drawn)
    -1.4%	4%

# Continuation.
# Each structure is followed by: Hsp70 displacement	MKP-3 inhibition
CCCNC(=O)C(Cc1ccccc1)NS(=O)(=O)c1cccc2nsnc12 (stereo not drawn)
    1.0%	11%
CCN1CCN(Cc2ccc3c(c2)Cc2ccccc2-3)CC1
    -5.1%	8%
O=C1c2cccnc2C(Nc2ccc(S(=O)(=O)N3CCCCC3)cc2)N1Cc1ccccc1 (stereo not drawn)
    4.7%	1%
O=C(O)c1ccc(COc2c(F)c(F)cc(F)c2F)cc1
    -3.2%	-5%
CCCN(CCC)C(=O)C1c2ccccc2Oc2ccccc21
    0.9%	-13%
O=C(NCc1ccccc1)C(c1ccncc1)N(C(=O)c1csnn1)C1CC1 (stereo not drawn)
    -3.6%	.
O=C(NC12CC3CC(CC(C3)C1)C2)c1ccc(F)cc1
    0.5%	0%
OC(COc1ccccc1)CN1CCOCC1 (stereo not drawn)
    -3.4%	.
CC1=C(C(=O)OC(C)C(C)(C)C)C(c2ccc(Cl)cc2)NC(=O)N1 (stereo not drawn)
    -0.4%	0%
COc1ccc(CCNC(=O)C(=O)N2CCCCCC2)cc1OC
    -3.8%	0%
Cn1cc(CN2CCc3ccccc3C2)c2ccccc21
    5.3%	-12%
CCCC(=O)Nc1cccc(Oc2nc(C)cc(C)c2C#N)c1
    3.6%	.
CC(C)n1nnnc1SCC(=O)NCCc1ccccc1
    -0.5%	.
CCN(C1CCCCC1)S(=O)(=O)c1ccc(S(=O)(=O)NCCc2ccncc2)cc1
    -4.9%	-6%
COc1ccc(/C=C2\SC(=S)N(CCCC(=O)Nc3ccccc3)C2=O)cc1
    1.6%	0%

# Arranged by value in Hsp70 displacement (highest first): some entries from above.
SMILES	Hsp70 displacement
O=C(/C=C/c1ccccc1)NC(=S)Nc1cccnc1	1.2%
O=C(NCc1ccccc1)C(c1ccncc1)N(C(=O)c1csnn1)C1CC1 (stereo not drawn)	-3.6%
CN(C)c1ccc(C2N(c3ccc(Cl)cc3)C(=O)C3CCCN32)cc1 (stereo not drawn)	-3.7%

# Other structures
# Each structure is followed by: Hsp70 displacement	MKP-3 inhibition
Cc1cc2c(cc(C(=O)OCC(=O)NCc3cccs3)n2C(C)C)o1
    -3.0%	4%
CN(C)/C=C1\C(=O)N(c2ccc([N+](=O)[O-])cc2)N=C1c1ccccc1
    3.7%	4%
COc1ccc2ccccc2c1-c1cc(C(=O)N/N=C/c2ccc(C)cc2)[nH]n1
    3.0%	1%
CC1CC(C(F)F)n2nc(C(=O)Nc3sc4c(c3C#N)CCC(C(C)(C)C)C4)nc2N1 (stereo not drawn)
    2.5%	.
COc1ccccc1NC(=O)c1ccccc1NS(=O)(=O)c1ccc(C)cc1
    -0.4%	-2%
Cc1cc(NC(=O)CSc2nnc(-c3cccnc3)n2N)no1
    0.0%	.
CNc1nc(Nc2ccc(C(C)=O)cc2)nc(OC(C(F)(F)F)C(F)(F)F)n1
    .	5%
COc1ccc(Cl)cc1N1C(=O)C2C(c3ccc(Cl)cc3)OC3(C(=O)c4ccccc4C3=O)C2C1=O (stereo not drawn)
    -5.4%	3%
CC1CN(S(=O)(=O)N(C)C)CCN1S(=O)(=O)N(C)C (stereo not drawn)
    0.9%	.
CSc1nsc(SC)c1NC(=O)OCCN1CCOC1=O
    5.1%	0%
O=C1c2cccc3cccc(c23)C(=O)N1c1ccc2ncccc2c1
    1.2%	.
Cc1c(C(=O)NCC2CCCO2)oc2ccc3c(c12)C(=O)CC(C)(C)O3 (stereo not drawn)
    -6.2%	0%
CC(C)CNC(=O)COc1ccc(Br)cc1
    6.0%	1%
Cc1cccc(NC(=O)C(C)Oc2cccc(Cl)c2)n1 (stereo not drawn)
    1.1%	4%
COC(=O)Cc1c(C)nc2nc(-c3cccnc3)[nH]n2c1=O
    6.1%	-1%

# Complete entries, looked up by structure. Order of values: Hsp70 displacement, MKP-3 inhibition
# Cc1cccc(NC(=O)C(C)Oc2cccc(Cl)c2)n1 (stereo not drawn) as listed: 1.1%, 4%
# Cc1c(C(=O)NCC2CCCO2)oc2ccc3c(c12)C(=O)CC(C)(C)O3 (stereo not drawn) as listed: -6.2%, 0%
# Cc1cc2c(cc(C(=O)OCC(=O)NCc3cccs3)n2C(C)C)o1 as listed: -3.0%, 4%
# CSc1nsc(SC)c1NC(=O)OCCN1CCOC1=O as listed: 5.1%, 0%
# CC1CN(S(=O)(=O)N(C)C)CCN1S(=O)(=O)N(C)C (stereo not drawn) as listed: 0.9%, .

# Remaining list, next part
# Each structure is followed by: Hsp70 displacement	MKP-3 inhibition
O=C(Cn1cccc1)Nc1ccc(F)cc1F
    -0.8%	2%
CCCCOC(=O)C1=C(C)N(C)C(=O)NC1c1ccc(O)c(OC)c1 (stereo not drawn)
    0.8%	2%
Cc1c(C(=O)Nc2ccc(F)c(F)c2)oc2ccc(S(=O)(=O)N3CCCCC3)cc12
    -3.4%	.
CC(=O)C(C(=O)c1ccccc1)C(=O)c1ccccc1
    0.1%	-1%
COC(=O)c1c(NC(=O)C2CC=CCC2C(=O)O)sc(C)c1C (stereo not drawn)
    10%	.
O=C(CSCC(=O)Nc1ccccc1)NCc1ccccc1
    -3.3%	-3%
Cc1ccc(Nc2nc(C(=O)N3CCC(C(=O)NCCN4CCOCC4)CC3)cs2)cc1
    4.7%	6%
Cc1cc2c3c(c1)C1(C(=O)N3C(C)(C)CC2C)C(C#N)=C(N)Oc2n[nH]c(C)c21 (stereo not drawn)
    6.2%	-12%
CC(c1ccco1)N(C(=O)COc1ccc(Cl)cc1Cl)c1ccccn1 (stereo not drawn)
    2.9%&1.5%	-9%&3%
O=C(COc1ccc(Cl)cc1Br)NCCCN1CCOCC1
    3.7%	0%
Cn1c(CN2CCC(C(N)=O)CC2)c(C#N)c2ccccc21
    2.3%	.
Cc1ccc(N/C(CSC(N)=O)=N/S(=O)(=O)c2ccccc2)cc1
    1.6%	.
Cc1cccc(CCNS(=O)(=O)c2ccc(S(=O)(=O)N3CCC(C)CC3)cc2)c1
    2.7%	.
CC(C)Cn1cnc2c1c(=O)n(CC(=O)Nc1ccc3c(c1)OCO3)c(=O)n2Cc1ccccc1
    -0.9%	-8%
COc1cc([N+](=O)[O-])ccc1NC(=O)COc1ccc(-c2ccc(C)cc2)cc1
    6.9%	-4%

# Carrying on.
# Each structure is followed by: Hsp70 displacement	MKP-3 inhibition
CC(C)N(C(=O)C1CCCCC1C(=O)O)C(C)C (stereo not drawn)
    5.2%	4%
Cc1ccc(NCC(O)Cn2c3ccccc3c3ccccc32)c(C)c1 (stereo not drawn)
    2.8%	4%
CCn1cc(/C=C(/C#N)S(=O)(=O)c2ccccc2)cn1
    7.0%	-10%
O=P(Cc1ccccc1O)(c1ccccc1)c1ccccc1
    1.4%	-2%
CCOc1ccc(N(CC(=O)O)S(=O)(=O)c2ccc(SC)cc2)cc1
    -4.2%	4%
O=C(COC(=O)c1cccs1)NCc1ccccc1
    -4.5%	-4%
COc1ccc(Cl)cc1NC(=O)CN(C1CCCCC1)S(C)(=O)=O
    4.0%	-8%
CC(=O)c1cccc(NC(=O)c2cnn3ccccc23)c1
    -4.8%	-8%
N#Cc1nc(COc2ccccc2F)oc1NCCc1ccccc1
    -4.2%	-2%
COc1cc(CNc2ccccc2SC)cc(OC)c1OC
    6.5%	.
Cc1ccc(S(=O)(=O)N/N=C/c2ccc(OC(=O)c3ccccc3[N+](=O)[O-])cc2)cc1
    7.8%	4%
CCSc1nc2c(c(=O)[nH]c(=O)n2C)n1C/C=C(/C)Cl
    1.9%	-7%
CCOC(=O)C1=C(C)Nc2nnnn2C1c1cccnc1 (stereo not drawn)
    -0.6%	.
CCOC(=O)C(C(=O)OCC)C(=O)c1cc(OC)c(OC)c(OC)c1
    -0.5%	-8%
CC(C)c1ccc(NC(=O)COc2ccc3ccccc3c2)cc1
    -1.6%	4%

# (more compounds)
# Each structure is followed by: Hsp70 displacement	MKP-3 inhibition
Cn1c(=O)c2nc(Cl)n(Cc3ccc(Cl)cc3Cl)c2n(C)c1=O
    2.6%	-1%
CN(CCC#N)C(=O)COC(=O)c1ccc(Cl)c(S(N)(=O)=O)c1
    6.0%	-6%
CCOC(=O)c1cc(-c2cccs2)nc2onc(C)c12
    7.8%	-1%
CCOc1ccc(N(CC(=O)NCCc2ccccc2)S(=O)(=O)c2ccc(Br)cc2)cc1
    0.1%	1%
O=C(CSC1=NCCS1)Nc1ccc(S(=O)(=O)NC2CCCCC2)cc1
    -5.8%	.
Cc1cc(Br)ccc1N1C(=O)/C(=C/c2ccc(F)cc2)C(=O)NC1=S
    -6.1%	6%
CN1C(=O)c2ccc(NC(=O)c3ccc(Cl)cc3Cl)cc2C1=O
    3.9%	2%
COc1ccc2c(Cl)c(-c3nnco3)sc2c1
    -3.4%	.
CCOC(=O)c1ccccc1NCN1C(=O)CSC1=O
    1.0%&6.8%	-7%&0%
COC(=O)c1cc(Cl)c(NC(=O)c2ccco2)cc1OC
    0.5%&0.0%	-12%&4%
CCC(C)C(C(=O)O)N1C(=O)NC2NC(=O)NC21 (stereo not drawn)
    0.5%	2%
CCOc1ccc2nc(N3CCOCC3)nc(C)c2c1
    -7.0%	-10%
COc1ccc(C(=O)/C=C/c2sccc2C)cc1OC
    1.7%	1%
O=c1oc2ccc3ccccc3c2cc1-c1nc2ccccc2o1
    30%	.
Cc1c(C(=O)Nc2ccc([N+](=O)[O-])cc2)cnn1-c1ccccc1
    0.4%	0%

# Additional results follow.
# Each structure is followed by: Hsp70 displacement	MKP-3 inhibition
O=C(c1ccccc1)[C@H]1[C@H](c2ccccc2)[C@@]2(N=C(c3ccccc3)OC2=O)C2c3ccccc3C=NN21 (stereo partly drawn)
    -2.8%	.
Cc1cnc(NC(=O)CSc2nc3ccccc3c(=O)[nH]2)s1
    -2.1%	-7%
COc1ccc2nc(SCC(=O)Nc3ccccc3F)[nH]c2c1
    -1.6%	1%
Cc1cc(C)n(-c2nc(SCC(=O)Nc3nccs3)c3c4c(sc3n2)COC(C)(C)C4)n1
    3.2%	3%
Cc1cc(Nc2ccc(Br)cc2F)n2nc(C)nc2n1
    2.6%	6%
Cc1ccc(-n2c(C)cc(C(=O)CSc3nncs3)c2C)cc1
    -4.2%	-6%
CCOC(=O)c1cc2ccc(OC(=O)c3ccco3)cc2oc1=O
    6.5%	-18%
CN(C)c1oc(-c2ccc(OCc3ccc(Cl)cc3)cc2)nc1C#N
    -6.1%	-6%
Cc1n[nH]c(C)c1CCCCCCOc1ccc(F)cc1
    -5.2%	0%
Cc1cc(C2C3=C(CC(C)(C)CC3=O)N=C3c4ccccc4C(=O)C32)cc(C)c1O (stereo not drawn)
    2.7%	1%
Cn1cc(NC(=O)c2cc(NC(=O)c3cc(NC=O)cn3C)cn2C)cc1C(=O)NCCC(=N)N
    -1.0%	-1%
Cc1ccc(S(=O)(=O)NCCOc2ccccc2Cl)cc1[N+](=O)[O-]
    0.4%	-14%
c1ccc2c(c1)ccc1nnc(-c3ccc4c(c3)OCO4)n12
    1.2%&3.5%	5%&5%
O=C(COC(=O)c1cc(S(=O)(=O)N2CCc3ccccc3C2)ccc1Cl)NCc1ccco1
    0.4%	.
Cc1c(C(Nc2ccccn2)c2ccc(Cl)cc2)c(=O)n(-c2ccccc2)n1C (stereo not drawn)
    -3.3%	-4%

# The list continues.
# Each structure is followed by: Hsp70 displacement	MKP-3 inhibition
CCOc1ccc(NC2OC(=O)c3c2ccc(OC)c3OC)cc1 (stereo not drawn)
    -1.6%	2%
COC(=O)C1(C#N)C(c2ccccc2)C1(C(=O)OC)C(=O)OC (stereo not drawn)
    7.1%	-6%
Cc1cc(NCC(C)C)n2ncnc2n1
    1.2%	.
O=S(=O)(Nc1cccnc1Cl)c1ccc2c(c1)OCCO2
    -6.8%	.

# 4 entries from above, reformatted:
CC(c1ccco1)N(C(=O)COc1ccc(Cl)cc1Cl)c1ccccn1 (stereo not drawn)
  Hsp70 displacement = 2.9%&1.5%	MKP-3 inhibition = -9%&3%
O=C(COc1ccc(Cl)cc1Br)NCCCN1CCOCC1
  Hsp70 displacement = 3.7%	MKP-3 inhibition = 0%
Cn1c(CN2CCC(C(N)=O)CC2)c(C#N)c2ccccc21
  Hsp70 displacement = 2.3%	MKP-3 inhibition = .
Cc1ccc(N/C(CSC(N)=O)=N/S(=O)(=O)c2ccccc2)cc1
  Hsp70 displacement = 1.6%	MKP-3 inhibition = .

# Source: PubChem
